Fam108B counter: counter-screen for RBBP9 inhibitors: inhibitors of mouse Fam108B. inhibition, % at 9.51 µM. AID 1947. 300,000 compounds, 0.33% hits. recombinant Fam108B, FP-Rh probe fluorescence polarization;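 active = inhibition above the screen mean inhibition plus 3 SD, computed separately per campaign, cut at about 18% in these data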;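 note: inhibitors lower polarization as less probe binds the enzyme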
PME-1 inh: blocks human protein phosphatase methylesterase 1 | Q9Y570 | recombinant PME-1, FP-Rh probe fluorescence polarization | inhibition, % at 5.9 µM | 320,000 compounds, 0.53% hits | AID 2130;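 active = inhibition above the campaign mean of all compounds plus 3 SD, cut at about 26% in these data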;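 note: competitive labeling of PME-1 active site by serine hydrolase directed probe; 0% = PME-1 with DMSO and 100% = wells lacking PME-1 enzyme; inhibitors block probe labeling so polarization falls and inhibition rises; many of its hits are not listed in these tables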
PAD4 FP inh: PAD4 (human) enzyme inhibition | recombinant PAD4, RCA probe fluorescence polarization | inhibition, % at 6.36 µM | 330,000 compounds, 0.41% hits | AID 485272;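 active = percent inhibition above a cutoff equal to the mean of all tested compounds plus 3 SD, cut at about 15% in these data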;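 note: 0% = PAD4 with RCA probe and DMSO and 100% = probe without PAD4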
Bcl-xL primary: blocks human Bcl-xL binding to Bim BH3 peptide; Q07817; GST-Bcl-xL / FITC-Bim BH3 peptide fluorescence polarization; inhibition, % at 10.9 µM; 320,000 compounds, 0.7% hits;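 active = inhibition above the mean of all tested compounds plus 3 SD, cutoff set per campaign, cut at about 30% in these data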;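 note: 0% = DMSO wells and 100% = unlabeled Bim-BH3 peptide competitor; inhibitors lower millipolarization by displacing the labeled peptide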
GSTO1 inh: GSTO1 inhibition, counter-screen for RBBP9 inhibitors; P78417; recombinant GSTO1, activity-based probe fluorescence polarization; inhibition, % at 5.96 µM; AID 1974; 300,000 compounds, 1.1% hits;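 active = inhibition above the campaign mean inhibition plus 3 SD, cut at about 35% in these data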;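 note: 0% = GSTO1-1 with DMSO and 100% = wells lacking GSTO1-1 enzyme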
MCL1 BIM primary: MCL1-BIM-BH3 interaction inhibition (human); 320,000 compounds, 0.68% hits; GST-MCL1 / FITC-Bim-BH3 fluorescence polarization; AID 2057; inhibition, % at 10.9 µM;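 active = inhibition above the mean inhibition of all tested compounds plus 3 SD, set per campaign, cut at about 40% in these data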;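 note: 0% = DMSO wells and 100% = unlabeled Bim-BH3 peptide control; higher means more loss of mP so more displacement of Bim peptide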
GLD-1 TGE inh: GLD-1-TGE RNA interaction inhibition (C. elegans) | purified GLD-1 + fluorescein TGE RNA, fluorescence polarization | Q17339 | 320,000 compounds, 0.44% hits | inhibition, % at 5.96 µM;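 active = percent inhibition above a per-plate cutoff, the plate mean of test compounds plus 3 SD, cut at about 30% in these data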;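 note: 0% = DMSO wells with GLD-1 and probe and 100% = wells lacking GLD-1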
Target sequence (Q17339 whole entry, looked up): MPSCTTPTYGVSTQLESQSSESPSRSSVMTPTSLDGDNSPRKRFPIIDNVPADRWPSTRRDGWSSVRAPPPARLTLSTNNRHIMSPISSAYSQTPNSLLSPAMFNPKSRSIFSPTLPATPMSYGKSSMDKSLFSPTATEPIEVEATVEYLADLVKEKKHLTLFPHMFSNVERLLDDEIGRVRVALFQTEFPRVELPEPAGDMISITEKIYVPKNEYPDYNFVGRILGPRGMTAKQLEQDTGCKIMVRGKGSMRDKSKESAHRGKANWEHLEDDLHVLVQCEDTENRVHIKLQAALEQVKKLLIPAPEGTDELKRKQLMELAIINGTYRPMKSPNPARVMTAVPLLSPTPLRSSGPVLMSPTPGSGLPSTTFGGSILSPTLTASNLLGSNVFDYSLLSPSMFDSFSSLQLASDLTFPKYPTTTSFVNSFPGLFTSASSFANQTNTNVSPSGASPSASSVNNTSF
MEX-5 binding: C. elegans MEX-5 TCR-2 RNA binding activity; Q9XUB2; MEX-5/FITC-TCR2 RNA binding, fluorescence polarization; stronger effect = lower value; activity score (negative = inhibition of binding), % at 10 µM; 300,000 compounds, 0.38% hits;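 active = inhibition past about -25% in most replicates, and total fluorescence under double the plate's negative control median, limit read from the data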;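 note: 0% = DMSO and -100% = 5 µM competing unlabeled TCR2 RNA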
Target sequence (Q9XUB2 whole entry, looked up): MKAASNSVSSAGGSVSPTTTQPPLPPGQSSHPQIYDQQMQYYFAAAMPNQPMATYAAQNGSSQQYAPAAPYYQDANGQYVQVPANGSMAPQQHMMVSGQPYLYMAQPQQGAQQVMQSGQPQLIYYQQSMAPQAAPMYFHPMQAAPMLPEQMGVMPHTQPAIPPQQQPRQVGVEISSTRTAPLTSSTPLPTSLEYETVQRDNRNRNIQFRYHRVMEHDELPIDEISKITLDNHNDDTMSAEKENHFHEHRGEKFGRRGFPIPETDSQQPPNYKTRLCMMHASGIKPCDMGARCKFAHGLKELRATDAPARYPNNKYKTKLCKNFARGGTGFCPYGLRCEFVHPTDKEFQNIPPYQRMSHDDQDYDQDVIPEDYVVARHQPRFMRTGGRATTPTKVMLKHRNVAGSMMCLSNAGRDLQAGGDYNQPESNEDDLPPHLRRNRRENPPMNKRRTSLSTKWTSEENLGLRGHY
TPT1 inhibitor: blocks Candida albicans tRNA 2'-phosphotransferase | 300,000 compounds, 0.81% hits | recombinant caTPT1, FP RNA substrate dephosphorylation | inhibition, % at 5 µM;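 active = inhibition above the mean of all tested compounds plus 3 SD, set per screening campaign, cut at about 24% in these data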;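 note: plate controls were DMSO alone for no effect and ferristatin control at 100 nM for full effect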
An asterisk follows results filed as active; . = no result given. A portion of the library, so the mix of outcomes need not match the whole.

structure | Fam108B counter | PME-1 inh | PAD4 FP inh | Bcl-xL primary | GSTO1 inh | MCL1 BIM primary | GLD-1 TGE inh | MEX-5 binding | TPT1 inhibitor
Cc1cc2ncn(S(=O)(=O)c3ccc(F)cc3)c2cc1C | 1 | 0 | 2 | 2 | 10 | -11 | 4 | 0.2 | -3
CCn1c(=O)c2c3c(sc2n2c(=S)[nH]nc12)CCC3 | 0 | 1 | 6 | -41 | -1 | 13 | 6 | 0.4 | 0
COCCCn1c(-c2ccc(OC)cc2)nc2c1c(=O)[nH]c(=O)n2Cc1ccccc1 | -4 | -5 | -4 | 6 | 9 | 7 | 8 | -1.2 | -2
CC(=O)Nc1ccc(SCC(=O)Nc2sccc2C#N)cc1 | -3 | -4 | -2 | 5 | -4 | 6 | 6 | -0.3 | -5
Cc1ccc(NC(=O)N2CCc3ccccc32)cc1 | 1 | -9 | -6 | 5 | -5 | -3 | 1 | -1.5 | -2
CCOC(=O)C(C)n1cnc2c(nnn2-c2ccc(OC)cc2)c1=O (stereo not drawn) | 3 | 8 | 1 | -3 | 8 | 7 | -3 | 0.9 | -4
CCC(=O)Nc1ccc(NC(=O)c2ccccc2Cl)nc1 | -3 | -5 | 0 | 5 | -3 | -3 | -3 | -2.0 | -1
N#C/C(=C\c1cccnc1)c1ccccn1 | 5 | 3 | 1 | 1 | 3 | 1 | 5 | 1.4 | -2
O=C(Nc1ccc(Cl)cc1Cl)c1cc2ccccc2o1 | 5 | 3 | 0 | 5 | -1 | 6 | 1 | 0.5 | -2
CN(C)CCNC(=O)C(=O)NCC1OCCCN1S(=O)(=O)c1cccs1 (stereo not drawn) | 1 | 3 | 2 | 6 | -6 | 6 | 3 | -1.5 | 0
CC(=O)/C(=N\Nc1ccccc1)Oc1ccc([N+](=O)[O-])cc1 | -1 | -1 | 3 | 6 | -4 | 6 | -4 | 0.0 | -8
COCCOC(=O)C1=C(N)Oc2c(oc(CO)cc2=O)C1c1c(F)cccc1Cl (stereo not drawn) | 0 | 2 | -1 | 3 | 9 | -2 | 2 | 0.2 | 3
CC(=O)Nc1ccc(NC(=O)C2CC(=O)N(c3ccccc3Cl)C2)cc1 (stereo not drawn) | 2 | 2 | 0 | 0 | 9 | -4 | 5 | -1.5 | -1
N#Cc1cc([N+](=O)[O-])ccc1Oc1ccc(-c2nnco2)cc1 | 3 | 4 | 2 | -1 | 2 | -4 | 3 | -1.2 | 1
CC(=O)Nc1ccc(S(=O)(=O)N(C)CC(=O)OCC(=O)Nc2cccnc2Cl)cc1 | -2 | 7 | 0 | 7 | 6 | 4 | 3 | -1.0 | -3
O=C(NNC(=O)c1ccccc1[N+](=O)[O-])c1ccc(NS(=O)(=O)c2cccs2)cc1 | 0 | 1 | 2 | 0 | 0 | 1 | 2 | -9.3 | -4
Cc1cc(C)c(C)c(S(=O)(=O)NCCCN2CCOCC2)c1C | 0 | 1 | -3 | 4 | -4 | 3 | 6 | -0.2 | 2
Cc1ccc(-c2nnn(CC(=O)N(Cc3ccc(F)cc3)C(C(=O)NC3CCCC3)c3ccncc3)n2)o1 (stereo not drawn) | -9 | -4 | -3 | 2 | -18 | -1 | 4 | 4.7 | 5
NS(=O)(=O)c1cccc2cccnc12 | 10 | 6 | -1 | 4 | 11 | 3 | -4 | -0.9 | -8
COC(=O)CCC(=O)Nc1c(C)n(C)n(-c2ccccc2)c1=O | 8 | -3 | -1 | 13 | -5 | 2 | 4 | -1.7 | 1
Cc1nc(-c2cccc(S(=O)(=O)N3CC(C)CC(C)C3)c2)cs1 (stereo not drawn) | -1 | 8 | -1 | 2 | 0 | 1 | -1 | 1.7 | 1
COc1cccc(COC(=O)c2nn(-c3ccccc3)nc2N)c1 | -2 | 0 | -1 | 1 | 2 | -2 | 3 | -2.1 | -3
Cc1ccc(NC2=NCC(=O)N2c2ccc3c(c2)OCCO3)c(C)c1 | 2 | 2 | 0 | 6 | 2 | 1 | -2 | 0.6 | -2
COc1ccc(C(O)(C2CCCCC2)C(CN2CCCC2)c2ccccc2)cc1 (stereo not drawn) | -3 | 4 | 0 | 5 | 3 | -5 | -4 | 0.5 | 0
Cc1ccc(C(=O)Nc2ccccc2C(=O)N2CCN(c3ccccc3)CC2)cc1 | 3 | 3 | 1 | 5 | 1 | 2 | 0 | -0.6 | 2
CCCCn1cnc2c([nH]c3ccccc32)c1=O | 2 | 1 | -3 | 6 | -1 | 6 | 0 | -2.7 | -2
Cc1ccccc1OC(=O)c1cccc(S(=O)(=O)N2CCN(C)CC2)c1 | . | 1 | 0 | -8 | . | -10 | 2 | . | .
Cc1ccc(C2=NN(C(=O)CSc3nc4ncc(Cl)cc4[nH]3)C(c3ccco3)C2)cc1 (stereo not drawn) | -7 | -5 | -4 | 2 | 6 | -8 | -5 | . | 11
COc1cc(OC)cc(C(=O)NC(=S)Nc2cc3oc4ccccc4c3cc2OC)c1 | -4 | 3 | 0 | 5 | 4 | 7 | -3 | 1.9 | 1
Cc1cc(=O)n(C)c(=O)n1CCCCOc1cccc([N+](=O)[O-])c1 | 3 | -7 | -7 | 5 | -1 | -1 | 12 | 1.0 | -1
O=c1[nH]c(=O)n(Cc2ccccc2)c2nc(-c3ccco3)cc(C(F)(F)F)c12 | -6 | 2 | -6 | -3 | -2 | 0 | 3 | -5.2 | 1
Cn1c(-c2ccc3c(c2)OCO3)c(C(=O)O)c(=O)c2ccccc21 | 0 | -1 | 2 | 2 | 1 | 2 | 4 | 2.0 | 1
O=S(=O)(NCCc1ccncc1)c1ccc(Br)cc1 | 1 | 5 | 3 | 5 | 6 | 4 | -4 | 3.0 | -11
CCC(C)[C@H](NC(=O)[C@H](Cc1ccccc1)n1c(=O)[nH]c2ccccc2c1=O)C(=O)N1CCC(C(=O)O)CC1 (stereo partly drawn) | 3 | -6 | -2 | -1 | -5 | -4 | 0 | -1.9 | -3
COc1cccc(NC(=O)CCc2c(C)nc3nc(CNC(=O)c4cccc(F)c4)nn3c2C)c1 | -1 | 1 | -4 | -11 | -2 | -14 | 3 | 3.7 | 3
CCOC(=O)c1c(C)oc(/N=C/c2ccccc2O)c1C#N | 0 | -5 | -4 | 7 | 9 | 4 | 13 | 2.8 | -1
COc1ccccc1C(=O)N/C(=C/c1ccco1)C(=O)Nc1ccc(C(=O)O)cc1 | 4 | -2 | -4 | 16 | 0 | 12 | 3 | -2.6 | 12
CCOC(=O)[C@@H]1[C@H]2COc3ccccc3[C@@H]2N2C(=O)N(c3ccc(F)cc3)C(=O)[C@@]12C | -5 | -2 | -5 | 2 | -4 | -2 | -1 | -1.2 | 1
COC(=O)C(NS(=O)(=O)c1ccccc1Br)C(C)C (stereo not drawn) | -3 | 4 | -3 | 4 | 6 | 0 | 6 | -3.7 | -2
CCCn1nc2cc(C(=O)NCc3ccccc3)ccc2c1OCC | 0 | -6 | 2 | 1 | 8 | -2 | -6 | 2.5 | -4
Cc1c(NC(=O)C(C)Oc2cccc(Cl)c2)c(=O)n(-c2ccccc2)n1C (stereo not drawn) | 3 | -2 | 6 | 0 | -3 | 3 | -2 | -0.5 | -1
CC(C)c1nnc(NC(=O)CCC(=O)NC2CCCCCC2)s1 | -2 | 2 | -2 | 6 | 1 | 6 | 1 | 0.4 | -4
COc1ccc(/C=C2/C(=O)N=C(N)N2C)cc1OC | -1 | -7 | -1 | 13 | 3 | 8 | 8 | -4.5 | 5
O=C(NCCNC(=O)c1ccccc1)c1ccccc1 | -3 | -1 | 3 | 8 | 0 | -3 | 5 | -2.9 | -2
Cc1nc2sc(C(c3ccc(F)cc3)N3CCN(C(=O)c4ccco4)CC3)c(O)n2n1 (stereo not drawn) | 5 | 7 | -5 | 4 | 4 | 3 | 0 | -0.2 | -1
COc1ccc(-c2[nH]ncc2CN2CCCOc3c(cccc3OC)C2)c(OC)c1 | -1 | -3 | 1 | 2 | -2 | 2 | -7 | 1.4 | 0
Cc1[nH]c(C)c(S(=O)(=O)Nc2ccc(F)cc2Cl)c1C(=O)N1CCCC1 | -1 | -1 | 3 | 1 | 0 | 0 | 7 | -0.2 | -2
CCOc1cc(CNCCCN2CCOCC2)cc(Br)c1OCC(=O)Nc1cccc(C(F)(F)F)c1 | 0 | -1 | 3 | 2 | -1 | 4 | 4 | -0.2 | 2
CCC(C)NS(=O)(=O)c1ccc(NC(=O)c2c(-c3ccccc3)noc2C)cc1 (stereo not drawn) | 1 | 2 | -1 | 3 | 20 | 5 | 0 | -0.3 | 0
C#Cc1ccc(CN2CCC(Oc3ccc(C(=O)NCc4ccccn4)cc3)CC2)cc1 | -1 | -10 | 6 | 6 | -6 | -1 | -2 | 0.1 | 3
CCOc1ccccc1C1NC(=O)c2ccccc2O1 (stereo not drawn) | 1 | 2 | 0 | 3 | -2 | 4 | 3 | -1.4 | 0
CSCCC(NC(N)=O)C(=O)Nc1cccc(C#N)c1 (stereo not drawn) | 3 | -1 | -3 | 6 | -5 | 5 | -6 | 0.4 | -2
CCc1nnc(NC(=O)CCC(=O)N2CCN(Cc3ccc(C)cc3C)CC2)s1 | 6 | 2 | -3 | 9 | 9 | 4 | 2 | -0.9 | -4
CCc1ccc(OCc2n[nH]c(=S)n2Cc2ccccc2)cc1 | 3 | -3 | 2 | -15 | 2 | -9 | 3 | 1.0 | 1
O=C(c1ccc(CS(=O)Cc2ccc(Cl)cc2)o1)N1CCN(c2ccccc2F)CC1 (stereo not drawn) | 0 | -4 | 3 | 0 | -2 | -2 | 1 | 2.6 | 1
Cc1cc(C)nc(NS(=O)(=O)c2ccccc2)n1 | -2 | 1 | 1 | 4 | -2 | 3 | 2 | -0.2 | -1
c1ccc(OCc2nc(-c3ccncc3)no2)cc1 | 4 | 2 | 0 | 2 | 3 | 5 | 0 | -1.1 | 0
COC(=O)c1cc(OC)c(OC)cc1NCC(=O)Nc1ccc(OC)c(OC)c1 | -1 | 1 | 0 | 8 | 10 | 7 | -5 | -3.3 | -2
O=c1c2sccc2nc(SCc2cc(=O)n3cc(Cl)ccc3n2)n1-c1ccc(F)cc1 | 1 | 4 | 1 | 1 | 5 | 2 | -4 | 1.5 | 2
Cc1cccn2c(=O)c3cc(S(=O)(=O)c4ccccc4)c(=N)n(Cc4ccc(F)cc4)c3nc12 | 0 | 2 | -2 | 3 | -1 | 0 | 6 | -2.2 | -1
O=C(Nc1ccccn1)c1ccc(S(=O)(=O)N2CCCC2)cc1 | -1 | -3 | -2 | -3 | -3 | -4 | 13 | 1.3 | -2
O=c1[nH]c(SCc2ccccc2)nc2c1sc1ccccc12 | 2 | -1 | -2 | 5 | -8 | 10 | -2 | -1.1 | 0
COc1cc2sc(C)nc2cc1C | -6 | -9 | -1 | 3 | 6 | -3 | 3 | 1.7 | -1

Source: PubChem BioAssay (several laboratories)
